# Screening results as filed in PubChem BioAssay.
# FEN1 inhibitor: qHTS Assay for the Inhibitors of Human Flap endonuclease 1 (FEN1) | P39748 | Recombinant FEN1 flap cleavage, fluorescence, 15 min | Potency, µM (highest dose often 114 µM), for the others: top-dose activity change, negative = inhibition, actives largely listed as inhibitors | 390,000 compounds, 0.35% hits; further: nearly all actives have a fitted effect of over 65% in size
#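 Compounds are tested as a concentration series against 10 nM FEN1; after a 15 min room-temperature preincubation, 50 nM substrate starts cleavage, with plate reads at 0 and 15 min. Normalized responses are fitted by a Hill equation.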
# N370S GC: qHTS Assay for Inhibitors and Activators of N370S glucocerebrosidase as a Potential Chaperone Treatment of Gaucher Disease; N370S GC spleen homogenate, 4MU-glucoside fluorescence; Potency, µM (series often up to 59.4 µM), without a hit: at the top dose activity change, negative = inhibition, actives largely listed as inhibitors; 330,000 compounds, 0.092% hits;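 further: 0% = full enzyme activity and -100% = no enzyme basal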
# KAT2A inh: qHTS Assay for Inhibitors of GCN5L2. Histone acetyltransferase KAT2A (Homo sapiens), Q92830. GCN5L2 HAT assay, ThioGlo1 CoA-SH fluorescence. Potency, µM (highest dose often 58.9 µM), for the others: top-dose activity change, negative = inhibition, most hits filed as inhibitors. 390,000 compounds, 0.21% hits
# Target sequence (Q92830 whole entry, looked up): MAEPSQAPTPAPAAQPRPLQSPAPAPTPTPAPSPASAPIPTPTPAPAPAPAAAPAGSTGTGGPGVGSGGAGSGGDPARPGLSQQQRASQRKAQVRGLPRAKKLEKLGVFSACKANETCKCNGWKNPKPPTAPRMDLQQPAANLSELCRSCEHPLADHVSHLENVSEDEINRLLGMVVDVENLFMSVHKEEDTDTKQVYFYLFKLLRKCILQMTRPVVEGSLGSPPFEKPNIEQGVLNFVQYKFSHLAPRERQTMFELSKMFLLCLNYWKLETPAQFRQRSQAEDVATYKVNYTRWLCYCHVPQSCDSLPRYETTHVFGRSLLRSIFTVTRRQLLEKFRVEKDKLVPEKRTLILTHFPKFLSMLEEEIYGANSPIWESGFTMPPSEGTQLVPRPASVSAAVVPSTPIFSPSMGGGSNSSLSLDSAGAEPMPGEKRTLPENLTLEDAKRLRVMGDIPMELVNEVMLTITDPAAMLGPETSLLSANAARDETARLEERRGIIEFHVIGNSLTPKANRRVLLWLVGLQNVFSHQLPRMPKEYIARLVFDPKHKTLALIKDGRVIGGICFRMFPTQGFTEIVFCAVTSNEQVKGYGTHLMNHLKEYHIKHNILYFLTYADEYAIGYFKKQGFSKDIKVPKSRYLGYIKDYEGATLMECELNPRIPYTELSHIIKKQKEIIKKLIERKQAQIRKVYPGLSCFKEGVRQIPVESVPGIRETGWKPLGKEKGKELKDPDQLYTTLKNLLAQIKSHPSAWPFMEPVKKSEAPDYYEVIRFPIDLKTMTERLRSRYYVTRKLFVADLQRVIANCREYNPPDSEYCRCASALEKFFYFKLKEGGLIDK
#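 qHTS, 1536-well. 20nM enzyme, pH 7.5 HEPES/EDTA/Tween-20 buffer; 15 min compound preinc., RT. Start: 75uM H3(1-25), 70uM AcCoA, 50uM ThioGlo1. Read Ex340/Em540 at t=0 (autofluorescence flag) and t=20 min.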
# Active calls of the source: *; ? = inconclusive; . = not tested or not shown; & = joins results of further samples; [ ] = another dose, or the depositor's remark. The call rests on the fitted dose curve; in most records, active means well fitted curve in the direction sought with a large enough effect; inconclusive means small, poorly fitted or top-dose-only effect, or another doubt; inactive means no such curve, though single readings can be large; an effect the other way counts as inactive or inconclusive. Unless noted, on the % scale 0 is the no-effect control and ±100 the full control effect; potency means the concentration at half of the fitted maximal effect.
# The opening four records (preview)
SMILES,FEN1 inhibitor,N370S GC,KAT2A inh
CN(CCOc1ccc(Cl)cc1)Cc1cccc(S(=O)(=O)N(C)C)c1,-15%,-8%,-3%
COc1cc(C(=O)NCc2cn3ccccc3n2)cc(OC)c1OC,12%,-5%,-2%
Cc1ccc(-c2nn(-c3ccccc3)cc2C2CC(c3ccccc3)=NN2C(=O)CCC(=O)O)cc1 (stereo unspecified),-19%,-2%,-5%
CCN(CC)CCNC(=O)c1ccc(NC(=O)COc2ccc3c(c2)CCC3)cc1,-3%,.,2%

# The listing (from the top)
SMILES,FEN1 inhibitor,N370S GC,KAT2A inh
CN(CCOc1ccc(Cl)cc1)Cc1cccc(S(=O)(=O)N(C)C)c1,-15%,-8%,-3%
COc1cc(C(=O)NCc2cn3ccccc3n2)cc(OC)c1OC,12%,-5%,-2%
Cc1ccc(-c2nn(-c3ccccc3)cc2C2CC(c3ccccc3)=NN2C(=O)CCC(=O)O)cc1 (stereo unspecified),-19%,-2%,-5%
CCN(CC)CCNC(=O)c1ccc(NC(=O)COc2ccc3c(c2)CCC3)cc1,-3%,.,2%
Nc1nnc2c(n1)[nH]c1ccccc12,1%,.,-5%
Cc1cccc(NC(=O)c2cc(=O)[nH]c3ccccc23)c1,-8%,3%,-3%
O=C(NCc1ccc2c(c1)OCO2)C1CC(=O)N(C2CCCCCC2)C1 (stereo unspecified),-3%,5%,-1%
CCOC(=O)N1CCC(N2CCCC(CO)(Cc3cccc(Cl)c3)C2)CC1 (stereo unspecified),2%,-2%,-12%
Cc1noc(C)c1COc1ccccc1C(=O)N(C)CC(=O)Nc1ccc(F)cc1,0%,0%,-4%
CCCC(=O)Nc1sc(C)c(C)c1C#N,-5%,-2%,4%
CC(=O)Nc1nonc1-c1nnc(SCc2ccc(C)cc2)n1C,3%,.,-5%
CC1CC(C)CN(C(=O)CSc2nnc(-c3ccc(F)cc3)o2)C1 (stereo unspecified),-2%,7%,-2%
CCc1ccc(Oc2c(C(F)(F)F)oc3c(CN4CCN(C)CC4)c(O)ccc3c2=O)cc1,2%,.,-5%
O=C(CNS(=O)(=O)c1c(Cl)cccc1Cl)OCC(=O)c1ccc[nH]1,-22%,?,-6%
CN(Cc1cccs1)C(=O)c1cccc(S(=O)(=O)N2CCCCCC2)c1,-2%,.,-7%
O=C1CNc2ccc(C(=O)N3CCN(c4ccccn4)CC3)cc2N1,4%,3%,-5%
CCC(=O)Nc1cccc(C2=NOC3(C2)C[C@@H](C(N)=O)N(C(=O)c2cc([N+](=O)[O-])cc([N+](=O)[O-])c2)C3)c1 (stereo partly specified),13%,-8%,-24%
CCN(CC)S(=O)(=O)c1cc(NC(=O)CNc2cccc(S(=O)(=O)N3CCOCC3)c2)ccc1C,0%,-20%,3%
COc1cc([C@H]2Oc3c(OC)cc(CCCO[C@@H]4O[C@H](CO)[C@@H](O)[C@H](O)[C@H]4O)cc3[C@@H]2CO)ccc1O,22%,8%,-5%
O=C(OCc1cccc(Cl)c1)c1cc(S(=O)(=O)N2CCCCC2)ccc1N1CCOCC1,-3%,?,-9%
O=C(O)C1Cc2ccccc2CN1C(=O)c1ccco1 (stereo unspecified),5%,0%,-2%
Cc1c(C(=O)c2ccc(Cl)cc2Cl)cnc2cc3c(cc12)OCO3,-21%,8%,-11%
O=C(CCNC(=O)c1ccc(Cl)cc1)NCC(c1ccco1)N1CCCC1 (stereo unspecified),-12%,1%,0%
Cc1ccccc1C(=O)N1CCN(c2ncccn2)CC1,-3%,5%,2%
CCOc1ccc(N2C(=O)CN(O)C=C3N=c4ccccc4=C32)cc1,.,3%,-25%

# One compound at a time, from the list above.
# Cc1ccccc1C(=O)N1CCN(c2ncccn2)CC1 reads FEN1 inhibitor = -3%; N370S GC = 5%; KAT2A inh = 2%
# Cc1cccc(NC(=O)c2cc(=O)[nH]c3ccccc23)c1 reads FEN1 inhibitor = -8%; N370S GC = 3%; KAT2A inh = -3%

# The list continues.
SMILES,FEN1 inhibitor,N370S GC,KAT2A inh
CC(C)CCNC(=O)c1cnn2c(C(F)(F)F)cc(-c3ccco3)nc12,-3%,?,-13%
CC(/C=C/c1ccco1)=N\NC(=O)C(O)c1ccccc1 (stereo unspecified),-2%,-2%,0%
COc1ccc2oc(C(=O)NCC(Cc3ccccc3)N(C)C)c(C)c2c1 (stereo unspecified),-9%,-19%,-16%
O=C(NC(=S)N1CCN(Cc2ccc3c(c2)OCO3)CC1)c1cccc(Br)c1,0%,-20%,-3%
N/C(=N\OC(=O)c1cc([N+](=O)[O-])ccc1Cl)c1cccnc1,3%,-9%,9%
CCOC(=O)c1ccccc1NS(=O)(=O)c1ccc(N2CCCCS2(=O)=O)cc1,13%,.,-5%
Nc1ncnc2c1ncn2[C@@H]1O[C@H](CNCc2ccccc2OC2OC(CO)C(O)C(O)C2O)[C@@H](O)[C@H]1O (stereo partly specified),10%,.,-2%
CCN1CCN(C(=S)c2ccc(-c3ccccc3)cc2)CC1,14%,11µM*,-7%
CC1CN(C(=O)c2cc(-c3ccc(Cl)s3)nc3ccccc23)CC(C)O1 (stereo unspecified),-14%,?,-1%
CC1CCC(NC(=O)C2CC(O)CN2S(=O)(=O)c2ccc([N+](=O)[O-])cc2)CC1 (stereo unspecified),-9%,.,-1%
CC(C)C(C)(C#N)NC(=O)CSc1nc(C2CCCCC2)n(-c2ccccc2)n1 (stereo unspecified),-13%,13%,-3%
CN(c1ccc(F)cc1)S(=O)(=O)c1ccc(Cl)c(C(=O)NCC2CCCO2)c1 (stereo unspecified),-4%,-5%,-1%
O=C(COc1ccccc1[N+](=O)[O-])N/N=C/c1ccc(O)cc1,-3%,4%,-5%
COc1ccccc1-n1nnnc1SCC(=O)N(CC(C)C)C1CCS(=O)(=O)C1 (stereo unspecified),6%,-3%,-2%
CC(=O)c1c(C)[nH]c(C(=O)N2CCCCCC2)c1C,2%,16%,-4%
O=C(c1ccc2c(c1)OCCCO2)c1cccs1,5%,12%,-1%
Cc1ccc(/S(C)=N/S(=O)(=O)c2ccc(C)cc2)cc1 (stereo unspecified),-2%,3%[12.8 µM],-6%
CC(Nc1oc(-c2ccc(COc3ccc(Cl)cc3)o2)nc1C#N)c1ccccc1 (stereo unspecified),0%,.,-5%
O=C(NCc1ccco1)Nc1ccc2snnc2c1,2%,3%,-2%
COC(=O)C1=C(C)N(CCc2ccc(OC)cc2)C(=O)C1,-4%,-3%,-11%
CSc1nc(C)c2c(n1)OC(CN1C(=O)c3ccccc3C1=O)C2 (stereo unspecified),.,-11%,-2%
Cn1cccc1C(=O)N1CCC2(CCN(Cc3ccncc3)CC2)CC1,.,12%,6%
NC(=O)CSc1nnc(-c2cccs2)n1Cc1ccco1,-6%,-9%,0%
O=C1c2ccccc2C(=O)N1CCc1nc(-c2cccnc2)no1,5%,18%,-2%
CCc1nnc(NC(=O)c2ccc(OCc3c(C)noc3C)c(OC)c2)s1,4%,-1%,4%

# Ordered by the number under N370S GC (highest first): three of the compounds above.
structure | N370S GC
CCOc1ccc(N2C(=O)CN(O)C=C3N=c4ccccc4=C32)cc1 | 3%
COc1ccccc1-n1nnnc1SCC(=O)N(CC(C)C)C1CCS(=O)(=O)C1 (stereo unspecified) | -3%
O=C(NC(=S)N1CCN(Cc2ccc3c(c2)OCO3)CC1)c1cccc(Br)c1 | -20%

# Next entries
SMILES,FEN1 inhibitor,N370S GC,KAT2A inh
Nc1ccc(Oc2c(Cl)cccc2Cl)nc1,3%,-9%,?
Cc1cc(Br)ccc1OCCNCc1ccccc1,-22%,-10%,-9%
Cc1cc(O)ccc1NS(=O)(=O)c1ccc2c3c(cccc13)C(=O)N2,7%,-7%,-1%
CCOC(=O)C1CCN(C(=S)Nc2ccccc2)CC1,13%,-13%,0%
CN1CCN(C(=O)c2sc(=S)n(-c3ccccc3)c2N)CC1,-8%,-4%,?
O=C(/C=C/c1ccc(Br)cc1)NCc1cccs1,-8%,5%,-3%
COc1ccc(CS(=O)/C(Cl)=C(/Cl)C(=O)Nc2ccc(OC)nc2)cc1 (stereo unspecified),-15%,11%,2%
CSc1nc2ccc(NC(=O)c3ccc(=O)n(C)n3)cc2s1,-3%,-7%,11%
Cc1oc(C(C)(C)C)cc1C(N)=O,-4%,12%,-3%
CC1(c2ccc(Cl)cc2)NC(=O)N(CC(=O)Nc2cccnc2Cl)C1=O (stereo unspecified),-4%,-2%,2%
C=CCNC(=O)CN1CCC(NC(=O)c2ccco2)CC1,17%,-2%,1%
Cc1ccc(/C=N/NC(=O)c2ccc3nc[nH]c3c2)o1,-4%,-3%,-14%
Cc1ccc2c(c1)C(c1ccccc1)N(C(=O)c1ccc(Br)o1)CC(=O)N2 (stereo unspecified),-19%,26%,-12%
CCC(C)N1CCNCC1 (stereo unspecified),13%,-9%,1%
COc1cc(NC(=O)C/C(C)=N/NC(=O)C2CCCCC2)c(OC)cc1Cl,-7%,-6%,-1%
CC(C)Cc1nnc(NC(=O)C2CCN(C(=O)c3ccc(F)cc3)CC2)s1,6%,-23%,-6%
COc1ccc(-n2ccnc(SCC(=O)NCc3ccccc3Cl)c2=O)cc1,2%,-3%,-3%
Cc1cccc(NC(=O)N2CCC(CN3CCCCCC3)CC2)c1C,1%,.,-3%
S=C(Nc1ccccc1)N1CCc2ccccc21,-5%,-9%,-9%
COc1ccc2[nH]c(=O)c(C(=O)O)cc2c1,1%,19%,-9%
CCOc1cc(S(=O)(=O)n2ccnc2)ccc1Cl,-10%,1%,-3%
CC(=O)c1ccc(N(C)C)cc1,-3%,-6%,-1%[0.501 µM]
NC(=O)c1ccc(NC(=O)CSc2nnc(-c3cccnc3)n2Cc2ccco2)cc1,14%,-2%,-10%
CCOc1ccc(CCNC(=O)C2CCN(C(=O)N(C)C)CC2)cc1OCC,-2%,-1%,-27%
CCOc1ccc(CCNS(=O)(=O)c2cc(Br)cc3c2N(C(C)=O)CC3)cc1OCC,-6%,.,-7%
# The results go on:
SMILES,FEN1 inhibitor,N370S GC,KAT2A inh
COc1ccc(Cl)cc1NC(=O)C(=O)NC1CCCCCC1,-3%,6%,-6%[0.501 µM]
COc1c(Cl)cc(Br)c(OC)c1C(=O)NC(=O)Nc1nc(C)cc(C)n1,-4%,-11%,-4%
COCCCn1c(=O)c2sccc2n2c(CCCC(=O)NCc3ccc(F)cc3)nnc12,3%&31%,-3%,-29%&-11%
O=C(COC(=O)c1ccc2ncsc2c1)Nc1ccc(Cl)cc1,-14%,.,-1%
COc1ccc(CNC(=O)CN(c2ccc(C(C)=O)cc2)S(=O)(=O)c2ccc(C)cc2)cc1OC,-4%,.,-4%
Cc1ccc(NC(=O)c2oc3ccc(S(=O)(=O)N(C)C4CCCCC4)cc3c2C)cc1Cl,-6%,.,-10%
O=C(c1cccc(N2C(=O)c3ccccc3C2=O)c1)N1CCCCCC1,5%,0%,2%
COc1ccc(OCC(=O)NCCS(=O)(=O)N2CCN(c3ccc(F)cc3)CC2)cc1,13%,-2%,-6%
N/C(=N\OC(=O)c1cc(-c2ccccc2)nc2ccccc12)c1ccc(Cl)cc1,-1%,4%,12%
Cc1cccnc1NC(=O)c1ccccc1NC(=O)C(C)(C)C,?,-2%,1%
CC(C)N(Cc1cnn(C)c1)Cc1nc(-c2ccc(Cl)cc2)no1,-5%,3%,0%
Cc1cc(C)cc(NC(N)=S)c1,-7%,-7%,-4%
NC(=O)c1cc(S(=O)(=O)N2CCCCC2)cs1,18%&-9%,2%,-7%&-9%
CCN1CCN(C(=S)Nc2ccc3nc4n(c(=O)c3c2)CCCCC4)CC1,-2%,7%,-14%
O=C(O)CC(NC(=O)C1CCCCC1)c1ccc(OC2CCCC2)cc1 (stereo unspecified),6%,-3%,-6%
COc1ccc(S(=O)(=O)Nc2ccc(-n3cnnn3)cc2)cc1Br,-2%,-2%,2%
CCOC(=O)c1csc(NC(=O)CC2CCCC2)n1,3%,-1%,0%
CC(C)(C)SCCNC(=O)c1ccccc1,-10%,-12%,0%
O=C(NC1CC1)c1cccc(NC(=O)c2cnn(-c3ccccc3)n2)c1,1%,.,-2%
COc1ccccc1C/C(N)=N/OC(=O)COc1ccc(C)cc1,-20%,.,-5%
Cn1nccc1C(=O)OCC(=O)Nc1ccc(S(N)(=O)=O)cc1,3%,-2%,-2%
CN(CC(=O)Nc1ccccn1)S(=O)(=O)c1ccc(Cl)cc1,-3%,5%,-4%
O=C(Nc1ccon1)c1cccc(S(=O)(=O)N2CCCCCC2)c1,0%,3%,1%
O=c1[nH]c(=O)n(Cc2ccco2)c2c1C(C(F)(F)F)(C(F)(F)F)N=C(C1CCCCC1)N2,1%,0%,0%
COc1ccc(S(=O)(=O)N2CCCCC2)cc1NC(=O)c1ccc2c(c1)OCO2,-17%,-15%,-6%
O=C(Nc1ccc2c(c1)OCO2)N1CCN(c2ccccc2)CC1,1%,-3%,-5%
CCCn1c(SCc2cc(=O)[nH]c3ccccc23)nc2c1c(=O)n(C)c(=O)n2C,-12%,3%,-4%
O=C(CCNC(=O)c1ccc(Br)cc1)NCCCN1CCCC1=O,-2%,.,-7%

# Some of the compounds tested. The share of hits here may be higher or lower than overall.
